Screens from PubChem.
GPR151 activ = activators of human GPR151 | activation, % at 11.2 µM | Q8TDV0 | AID 1508602 | PathHunter beta-arrestin GPR151 cells, luminescence | 650,000 tested, 1% active; in the data active = activation above about 4.9%;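 note: 0% = median of compound wells and 100% = cells with positive control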
TEAD-YAP block = TEAD-YAP interaction inhibition; HEK-TIYL cells, TEAD-Gal4/YAP UAS-luciferase luminescence; 640,000 tested, 1.4% active; inhibition, % at 9.12 µM; in the data active = inhibition above about 32%;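 note: 0% = median of test compound wells and 100% = reference inhibitor wells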
MITF inh = human MITF inhibition, primary screen; AlphaScreen MITF homodimerization, bead proximity signal; inhibition, % at 2.6 µM; 650,000 tested, 0.91% active; in the data active = inhibition above about 50%;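 note: 0% = vehicle wells with protein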
FBW7 act = activators of human E3 ligase FBW7; Q969H0; AlphaScreen FBW7–phospho-cyclin E peptide binding, activator screen; normalized activity (activation), % at 26.1 µM; 650,000 tested, 0.13% active; AID 1259310; in the data active = normalized activity above about 1.9%;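 note: purified mutant Fbw7 with reduced substrate affinity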
Target sequence (Q969H0 whole entry, looked up): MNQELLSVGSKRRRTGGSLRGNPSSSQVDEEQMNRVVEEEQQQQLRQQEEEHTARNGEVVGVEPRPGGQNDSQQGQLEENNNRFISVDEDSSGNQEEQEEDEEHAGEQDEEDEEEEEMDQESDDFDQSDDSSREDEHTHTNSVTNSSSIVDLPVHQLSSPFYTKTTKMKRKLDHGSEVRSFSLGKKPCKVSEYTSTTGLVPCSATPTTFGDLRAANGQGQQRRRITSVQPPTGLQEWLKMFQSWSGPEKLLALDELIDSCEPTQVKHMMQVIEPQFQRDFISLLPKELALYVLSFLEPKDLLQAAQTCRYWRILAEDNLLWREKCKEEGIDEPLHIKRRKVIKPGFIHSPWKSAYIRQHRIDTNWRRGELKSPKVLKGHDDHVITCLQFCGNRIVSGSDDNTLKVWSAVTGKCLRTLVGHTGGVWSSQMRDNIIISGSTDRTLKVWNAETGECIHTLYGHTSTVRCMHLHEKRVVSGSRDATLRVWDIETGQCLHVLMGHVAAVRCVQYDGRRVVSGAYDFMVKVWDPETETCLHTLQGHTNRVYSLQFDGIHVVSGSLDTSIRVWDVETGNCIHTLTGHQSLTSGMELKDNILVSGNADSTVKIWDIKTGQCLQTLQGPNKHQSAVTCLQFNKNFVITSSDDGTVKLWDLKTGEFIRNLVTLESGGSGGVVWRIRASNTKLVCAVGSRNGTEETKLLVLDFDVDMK
* = called active by the depositor; & = joins results of further samples.

Letters: A = GPR151 activ; B = TEAD-YAP block; C = MITF inh; D = FBW7 act
> CCC(C(=O)NCC1CCCN1CC)n1c2ccccc2c2nc(=O)cc(C)n21 (stereo not drawn)
  A = -0.7; B = -1.4; C = 8.6; D = 0.0
> Nc1ncc(Br)cc1S(=O)(=O)NC1CCCCCC1
  A = 0.5; B = 3.1; C = 3.1; D = -0.1
> COc1ccccc1-n1c(SCC(=O)Nc2ccccc2F)nc2[nH]ncc2c1=O
  A = 0.9; B = -12.3; C = -11.5; D = -0.1
> O=C(N/N=C\c1cc2c(cc1Br)OCO2)c1ccc([N+](=O)[O-])cc1
  A = -0.3; B = -9.4; C = 2.0; D = -0.2
> O=[N+]([O-])c1cc2c3c(c1)C1C=CCC1C(c1ccccc1)N3CC1CC=CC21 (stereo not drawn)
  A = -0.5; B = 4.5; C = -16.0; D = 0.0
> CCC(C)NC(=O)c1ccccc1NS(=O)(=O)c1ccc([N+](=O)[O-])cc1 (stereo not drawn)
  A = 4.5; B = 4.2; C = 21.7; D = 0.6
> CCOc1ccccc1C(=O)Nc1nc2c(s1)CCCC2
  A = 1.1; B = -42.4; C = 13.6; D = 0.2
> CCOC(=O)c1c(NC(=S)NC)sc2c1CCCC2
  A = 0.1&-0.2; B = 8.1&-0.5; C = -6.5&8.8; D = -0.1&1.7
> Cc1cc2c(cc1S(=O)(=O)C(C)CC(=O)Nc1ccc(F)c(Cl)c1)OCC(=O)N2 (stereo not drawn)
  A = 2.0; B = -13.6; C = 0.7; D = 0.2
> CC(C)n1cnc2c(Nc3ccc4c(c3)OCO4)nc(Nc3ccc(C(F)(F)F)cc3)nc21
  A = -1.0; B = -10.4; C = 12.5; D = -0.1
> COc1ccc(Cc2cnc(NC(=O)c3ccc(N4CCOCC4)c([N+](=O)[O-])c3)s2)cc1
  A = -0.8; B = -0.2; C = 7.9; D = 0.1
> COC(=O)c1cc(NC(=O)/C=C/c2ccc(C)o2)cc(C(=O)OC)c1
  A = 0.5; B = 8.7; C = 20.8; D = 0.0
> CC(C)(C)c1ccc(/C=C(\C#N)C(=O)Nc2ccccn2)cc1
  A = -0.6; B = -3.6; C = -4.8; D = -0.1
> COC(=O)c1ccccc1NC(=O)CNC(=O)c1ccco1
  A = 0.2; B = 7.0; C = 2.1; D = -0.1
> Cc1ccc(S(=O)(=O)n2ccn(CC(=O)Nc3ccc(C)c(Cl)c3)c2=O)cc1
  A = -0.7; B = -3.0; C = 4.4; D = -0.1
> C=CCNC(=O)COc1ccc(C(C)=O)cc1
  A = 1.3; B = -1.9; C = -0.9; D = 0.1
> CCN(CC)S(=O)(=O)c1cc([N+](=O)[O-])ccc1N/N=C/C=C/c1ccccc1[N+](=O)[O-]
  A = 0.4; B = 15.1; C = -6.9; D = 0.0
> CC1CCc2nn(CC(=O)NCc3ccco3)cc2C1 (stereo not drawn)
  A = -0.2; B = 4.4; C = 8.2; D = 0.0
> CCOc1ccccc1NC(=O)COC(=O)c1cc[n+]([O-])cc1
  A = 0.7; B = 5.3; C = 7.9; D = 0.1
> CC(=O)C1CC(CC(=O)N2CCC3(CC2)NC(=O)c2ccccc2O3)C1(C)C (stereo not drawn)
  A = 0.1; B = -13.8; C = -6.8; D = 0.0
> COc1ccc(S(=O)(=O)NCCc2ccc3c(c2)CCCN3C)cc1
  A = -0.4; B = -2.9; C = 1.5; D = 0.0
> Cc1ccc(-n2[nH]c(C)c(C=Nc3cccc(C(F)(F)F)c3)c2=O)cc1C
  A = -5.2; B = 29.4; C = 3.7; D = 0.1
> CC1CCC(NC(=O)C2CCN(S(=O)(=O)c3ccc4c(c3)CCC(=O)N4)CC2)CC1 (stereo not drawn)
  A = -0.2; B = -6.6; C = -1.6; D = 0.1
> CNc1ccccc1C(=O)OCC(=O)c1c(C)[nH]c2ccccc12
  A = -0.7; B = -12.4; C = -8.8; D = 0.6
> Cc1ccc(Cl)cc1NC(=O)CC(C)C
  A = 1.9; B = 11.2; C = 4.4; D = 0.0
> CCN(CC)CCOC(=O)C(c1ccccc1)C1CCCCC1 (stereo not drawn)
  A = -3.1&0.9; B = -15.8; C = -7.3&3.9; D = -0.1&-0.1
> CCOC(=O)CSc1nnc(NC(=O)Cc2ccccc2)s1
  A = 0.1; B = 3.7; C = 0.3; D = -0.1
> COc1ccc(CNC(=O)NC(C)(C)C)cc1
  A = 4.2; B = 2.1; C = -6.0; D = 0.1
> Clc1ccc(CN(Cc2nnnn2C2CCCCC2)CC2CCCO2)cc1 (stereo not drawn)
  A = -0.2; B = -4.7; C = 5.3; D = 0.0
> Cc1ccc(Br)cc1S(=O)(=O)N1CCN(Cc2ccccc2)CC1
  A = 0.5; B = -4.6; C = -12.1; D = -0.3
> CC1=NN(c2ccccc2)C(=O)/C1=C/c1ccc(Cl)cc1
  A = 1.8; B = -1.5; C = 4.3; D = -0.1
> COc1ccc(OC)c(C(=O)CN2CCN(S(=O)(=O)c3cc(Cl)ccc3Cl)CC2)c1
  A = 0.0; B = -3.9; C = 21.0; D = -0.1
> Cc1nnc2nc(-c3cccc(Cl)c3Cl)[nH]n12
  A = 0.8; B = 19.7; C = 6.1; D = 0.1
> Oc1ccc(-c2ncccn2)cc1CNC1CCN(Cc2ccccc2)CC1
  A = 0.3; B = 5.5; C = 10.5; D = -0.1
> O=C(CCN1C(=O)C2C3C=CC(C3)C2C1=O)N1CCCCC1 (stereo not drawn)
  A = 1.9; B = 5.4; C = 11.9; D = 0.4
> CCOC(=O)c1c(-c2ccccc2)csc1NC(=O)c1noc(C)c1[N+](=O)[O-]
  A = -0.6; B = -0.1; C = 6.2; D = -0.1
> O=C(CSc1ncnc2c1cnn2-c1ccc(F)cc1)Nc1ccc(F)cc1
  A = 0.5; B = 3.5; C = -0.9; D = -0.2
> CC(CCc1ccccc1)NC(=O)c1ccc2nc(N3CCOCC3)sc2c1 (stereo not drawn)
  A = 4.2; B = 3.9; C = 2.8; D = 0.0
> COc1ccc(C(C)=O)c(OCC(=O)N2CCN(C(C)=O)CC2)c1
  A = 1.3; B = 0.4; C = -9.8; D = -0.1
> Cc1ccc(NC(=O)Cn2nnc(C(=O)Nc3ccc(C)cc3)c2N)cc1
  A = -0.5; B = 4.6; C = 5.3; D = 0.0
> CCOC(=O)C1CCN(Cc2cc(C)ccc2C)CC1
  A = 3.9; B = -4.0; C = 36.7; D = 0.0
> CCc1cccc(CC)c1NC(=O)Cn1c(=O)oc2ccccc21
  A = 1.0; B = 8.0; C = 2.8; D = -0.1
> Nc1ccc(-c2cn3ccccc3n2)cc1
  A = -4.0; B = -31.5; C = -0.8; D = -0.1
> Cc1ccc(/C=N/NC(=O)c2c[nH]c3ccccc23)cc1
  A = -0.7; B = -34.4; C = 2.2; D = 0.1
> CCN(Cc1ccccc1)S(=O)(=O)c1cc(C(=O)Nc2ccccc2Cl)ccc1F
  A = -0.2; B = 8.0; C = 7.1; D = 0.0
> Cc1cccc(C(=O)OCC(=O)NC(C)(C)C)c1C
  A = 0.4; B = -7.5; C = -2.4; D = 0.0
> O=C(N/N=C/c1cc([N+](=O)[O-])ccc1OC(F)F)c1ccc[n+]([O-])c1
  A = 1.0; B = 0.8; C = 3.2; D = -0.1
> Cc1cc(C)cc(NC(=O)c2cccc([N+](=O)[O-])c2)c1
  A = -1.3; B = -0.6; C = 10.4; D = 0.1
> COc1ccc(/C=C/C(=O)O)cc1S(=O)(=O)N1CCCc2ccccc21
  A = 0.2; B = 5.2; C = 6.2; D = 0.1
> CC(C)(C)OC(=O)N1CC=C2C(C#N)=C(N)C(C#N)(C#N)C(c3ccc4c(c3)OCO4)C2C1 (stereo not drawn)
  A = 1.5; B = -2.8; C = -7.4; D = -0.1

Reformatted with each value named: three of the compounds above
Cc1cccc(C(=O)OCC(=O)NC(C)(C)C)c1C
  GPR151 activ: 0.4; TEAD-YAP block: -7.5; MITF inh: -2.4; FBW7 act: 0.0

COc1ccc(/C=C/C(=O)O)cc1S(=O)(=O)N1CCCc2ccccc21
  GPR151 activ: 0.2; TEAD-YAP block: 5.2; MITF inh: 6.2; FBW7 act: 0.1

Cc1ccc(/C=N/NC(=O)c2c[nH]c3ccccc23)cc1
  GPR151 activ: -0.7; TEAD-YAP block: -34.4; MITF inh: 2.2; FBW7 act: 0.1

Additional structures follow:
Letters: A = GPR151 activ; B = TEAD-YAP block; C = MITF inh; D = FBW7 act
> N#Cc1ccc(C(=O)Nc2ccccc2N2CCCC2)c(F)c1
  A = 13.8*; B = -4.5; C = 0.9; D = -0.1
> O=C(CCC(=O)n1ncc2ccc(Cl)cc21)NCc1ccccc1Cl
  A = 0.7; B = -0.5; C = -5.2; D = -0.1
> Cc1cc(NC(=O)Nc2ccccc2)ccc1N1CCCCC1=O
  A = -10.4; B = 37.3*; C = -7.2; D = -0.4
> COc1ccc2c(c1)CC(C(=O)Nc1ccc(-c3cn[nH]c3)cc1-c1nn[nH]n1)CO2 (stereo not drawn)
  A = 0.8; B = 1.3; C = 37.8; D = 0.3
> CC1=CC(C)(C)N(C(=O)Nc2ccccc2)c2cc(C)ccc21
  A = -0.9; B = -10.3; C = -14.2; D = -0.1
> CCOc1ccccc1N(C)S(=O)(=O)c1ccc2[nH]cc(C(=O)NCc3ccco3)c(=O)c2c1
  A = -0.3; B = -3.8; C = -11.6; D = 0.1
> O=C(N/N=C/c1cccc(Br)c1)c1ccc(O)cc1
  A = -1.6; B = -12.2; C = 8.5; D = 0.0
> COc1ccc(N(C(=O)c2ccccc2OC(C)=O)C(C)C2CC2)cc1 (stereo not drawn)
  A = 2.2; B = 5.1; C = 12.1; D = 0.1
> O=C1CCCN1CCCNc1ccnc(Nc2ccncn2)n1
  A = 0.6; B = -5.1; C = 11.9; D = -0.1
> COc1ccc(-c2nc(NC3CC3)c3ncn(C(C)C)c3n2)cn1
  A = -0.7; B = 9.9; C = 8.9; D = 0.1
> COC(=O)C1C(=O)C(C(C)=O)C(=O)CC1c1ccccc1 (stereo not drawn)
  A = -0.2; B = -3.8; C = 3.0; D = -0.3
> Cc1ccc(C)c(CN2CCN3C(=O)[C@H](CCCCN)NC(=O)[C@H]3C2)c1
  A = 1.2; B = -3.3; C = -11.7; D = 0.1
> Cc1ccccc1CSc1ccc2nnc(-c3cccnc3)n2n1
  A = 0.3; B = 0.8; C = -3.1; D = 0.1
> Cn1c(=O)c2c(SCc3ccccc3F)nc(C3CC3)nc2n(C)c1=O
  A = -1.0; B = -1.4; C = 2.5; D = -0.1
> O=C(CCc1nnc(CCCc2ccccc2)o1)NCc1ccc2c(c1)OCO2
  A = -1.9; B = -18.2; C = 2.3; D = -0.1
> Cc1ccc(C2C3CN(Cc4ccccc4)CC=C3C(C(=O)O)=C(N)C2(C#N)C#N)o1 (stereo not drawn)
  A = 1.0; B = 0.5; C = 3.5; D = 0.0
> Cc1cccnc1C(c1ccccc1)N(C)C(=O)C1CCN(C(=O)c2ccccc2)CC1 (stereo not drawn)
  A = 0.7; B = -7.1; C = -10.8; D = 0.0
> CCCc1nc(SCc2ccc(OCC)cc2)n[nH]1
  A = -1.2; B = 3.6; C = -2.4; D = 0.1
> COc1ccc2nc(NC(=O)C3CCC(=O)N(c4ccc5c(c4)OCO5)C3c3cc(OC)c(OC)c(OC)c3)sc2c1 (stereo not drawn)
  A = -1.0; B = 9.1; C = 12.4; D = 0.8
> CC(C)Oc1ccc(COCC2OC3OC(C)(C)OC3C3OC(C)(C)OC23)cc1 (stereo not drawn)
  A = -0.9; B = 4.6; C = 17.4; D = 0.1

2 neighbouring entries from above:
Letters: A = GPR151 activ; B = TEAD-YAP block; C = MITF inh; D = FBW7 act
> COc1ccc2nc(NC(=O)C3CCC(=O)N(c4ccc5c(c4)OCO5)C3c3cc(OC)c(OC)c(OC)c3)sc2c1 (stereo not drawn)
  A = -1.0; B = 9.1; C = 12.4; D = 0.8
> CC(C)Oc1ccc(COCC2OC3OC(C)(C)OC3C3OC(C)(C)OC23)cc1 (stereo not drawn)
  A = -0.9; B = 4.6; C = 17.4; D = 0.1

Further results:
Letters: A = GPR151 activ; B = TEAD-YAP block; C = MITF inh; D = FBW7 act
> CC(=O)Nc1ccc(N2CCC(N)=N2)cc1
  A = 1.2; B = -9.7; C = 6.7; D = -0.2
> O=C(CN1CCC2(CC1)NC(=O)c1ccccc1O2)Nc1cccc2ncccc12
  A = 0.1; B = -1.8; C = -13.1; D = 0.1
> COCCn1nnnc1C(c1cc2cc(OC)ccc2[nH]c1=O)N1CCOCC1 (stereo not drawn)
  A = -0.1; B = -4.5; C = -12.6; D = 0.0
> COc1ccc(OCC2c3cc(OC)c(OC)cc3CCN2C(=O)c2ccc(Br)cc2)cc1 (stereo not drawn)
  A = -0.3; B = -8.3; C = 5.1; D = -0.2
> COc1ccc(/C=N/Nc2nc(N3CCCC3)nc(N3CCCC3)n2)cc1[N+](=O)[O-]
  A = 2.0; B = 6.3; C = 4.1; D = 0.0
> COC(=O)CSc1nc2ccc(NC(C)=O)cc2s1
  A = -0.3; B = 10.8; C = 3.7; D = -0.1
> COc1ccc(SCCC(=O)Nc2nc3c(F)cc(F)cc3s2)cc1
  A = -0.2; B = -2.2; C = -12.1; D = 0.2
> CCOC(=O)c1c(NC(=O)c2ccc(OC)c(OC)c2)sc2c1CCC2
  A = 1.2; B = -2.8; C = 2.2; D = 0.1
> CCNC(=S)N1CCN(c2cccc(Cl)c2)CC1
  A = 1.4; B = 10.5; C = 4.0; D = 0.4
